Compound activity from PubChem BioAssay.
LYP inhibition = PTPN22 lymphoid phosphatase activity blockers – biochemical, fluorescence intensity, uHTS (AID 1779); recombinant LYP phosphatase, fluorescence intensity; higher % means a stronger effect; one-dose inhibition, % at 11.5 µM; IC50 in µM for titrated hits; 290,000 tested, 0.054% active;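 also: plate controls were vehicle with enzyme for no effect and no enzyme for full effect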
M17LAP inhibition = P. falciparum M17LAP inhibitors, primary screen, biochemical, fluorogenic H-Leu-NHMec substrate, 1536-well (AID 1619) | 220,000 tested, 0.38% active | recombinant M17LAP, H-Leu-NHMec fluorogenic kinetic assay; higher % means a stronger effect | inhibition, % at 30 µM, or IC50 in µM where a hit was titrated;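 active = compound inhibiting the enzyme by more than half at any dose during confirmatory dose-response retesting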;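 also: plate controls were full reaction with DMSO carrier for no effect and no enzyme background for full effect; strong numbers were not always called active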
SIAH1 antagonists = blockers of Siah-1 interaction with plectin peptide – biochemical, fluorescence polarization, rhodamine-plectin, uHTS, primary screen (AID 1817); Siah-1 / rhodamine-plectin peptide fluorescence polarization; higher % means a stronger effect; 290,000 tested, 0.02% active; displacement, % at 20 µM, or IC50 in µM where a hit was titrated;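 active = displacement of at least 50% at 20 µM, with a fluorescence ratio check between 0.3 and a set limit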;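 also: plate controls were Siah plus tracer with DMSO for no effect and tracer alone without Siah for full effect; strong numbers were not always called active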
Hep lipid drop = hepatic lipid droplet formation modulation; AML12 mouse hepatocytes, oleate lipid droplets, BODIPY imaging; inhibition, % at 6.5 µM; 240,000 tested, 0.4% active; AID 1656;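 active = lipid droplet intensity inhibited by at least 50%, with more than 500 cells counted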
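Material: mouse AML12 hepatocyte cell line, fixed after treatment; Timing: compound with oleate, overnight; Technique: high-content imaging of BODIPY-stained droplets and DAPI nuclei; Probe or stimulus: oleate, 100 µM final; Dosing: compound at 6.5 µM only.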
M1AAP inhibition = P. falciparum M1AAP inhibitors, biochemical, fluorogenic H-Leu-NHMec substrate, 1536-well (AID 1445); 220,000 tested, 0.42% active; inhibition, % at 30 µM; hits with a dose series show IC50 in µM; recombinant M1AAP, H-Leu-NHMec fluorogenic kinetic assay; higher % means a stronger effect;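 active = primary inhibition above the hit cutoff, then over 50% inhibition at one or more dose response concentrations, cut at about 23% in these data, passing the limit was not always enough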;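 also: plate controls were DMSO full reaction for no effect and no enzyme background for full effect; strong numbers were not always called active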
NOD2 inhibition = NOD2 signaling inhibitors, cell-based, luminescence, uHTS, HEK293 (AID 1566); HEK293 NOD2/NF-kB luciferase reporter, luminescence; higher % means a stronger effect; one-dose inhibition, % at 4 µM; EC50 in µM for titrated hits; 290,000 tested, 0.63% active; also: many of its hits are not listed in these tables
AID2073 = inhibitors of Mint1-CaV2.2 protein interaction, biochemical, HTRF (AID 2073) | HTRF protein-protein interaction, Mint1-CaV2.2; higher % means a stronger effect | inhibition, % at 20 µM, or IC50 in µM where a hit was titrated | 290,000 tested, 0.19% active; in the data active = inhibition mostly above about 51%, no sharp cut-off; also: some results filed as inactive read as strong as hits
XIAP antagonists = small molecules displacing peptide from XIAP – biochemical, IAP family, fluorescence polarization (AID 1018); XIAP BIR domain, fluorescence polarization peptide displacement; higher % means a stronger effect; displacement, % at 20 µM; hits with a dose series show IC50 in µM; 200,000 tested, 0.007% active; in the data active = displacement above about 50%; also: a part of the inactive calls stands beside numbers as strong as those of hits
CSM14.1 death rescue = protection against thapsigargin-triggered cell killing – 384-well, CSM14.1, ATP luminescence, primary screen (AID 1222); CSM14.1 thapsigargin-induced death rescue, ATP luminescence; higher % means a stronger effect; one-dose cellular ATP content (survival), % at 20 µM; EC50 in µM for titrated hits; 190,000 tested, under 10 active;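 active = EC50 below 50 µM in the dose-response confirmation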;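 also: death triggered by thapsigargin at about 15 µM added after 2 h compound pretreatment; cell ATP read after overnight thapsigargin exposure of roughly 18 to 22 hours; normalized against plate controls of thapsigargin alone and 5% DMSO vehicle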
Hep lipid drop cells 6.5 µM = also measured in Hep lipid drop; calls as there; cell count; measured here: cell count, cytotoxicity flag;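 cells counted across two imaged fields per well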
Starred values were filed as active, the others as inactive. Rule as the data show it, unless noted: active = inhibition above about 50%; inactive = the rest.

How did Cc1cc(C(=O)NCc2cc(C(=O)O)oc2C)c(C)o1 do in these assays?
LYP inhibition: 4%; M17LAP inhibition: 0%; SIAH1 antagonists: -2%; Hep lipid drop: -2; M1AAP inhibition: 1%; NOD2 inhibition: 1%; AID2073: 13%; XIAP antagonists: -6.4%; Hep lipid drop cells 6.5 µM: 673

What do the screens show for `O=C(OCCN1CCCCC1)C1(c2ccccc2)CCCC1`?
LYP inhibition: -8%; M17LAP inhibition: 3%; SIAH1 antagonists: -4%; Hep lipid drop: -4; M1AAP inhibition: 0%; NOD2 inhibition: 10%; AID2073: -4%; XIAP antagonists: -9.0%; CSM14.1 death rescue: -3.1%; Hep lipid drop cells 6.5 µM: 711

How did CCOC(=O)N1CCC(NC(=O)c2ccc3c(Cl)c4c(nc3c2)CCCC4)CC1 do in these assays?
LYP inhibition: -6%; M17LAP inhibition: 13%; SIAH1 antagonists: -6%; Hep lipid drop: 6; M1AAP inhibition: 1%; NOD2 inhibition: 12%; AID2073: 7%; XIAP antagonists: -5.8%; CSM14.1 death rescue: -3.0%; Hep lipid drop cells 6.5 µM: 740

How did CC(=O)Nc1ccccc1NC(=O)c1ccc(C)c(C)c1 do in these assays?
LYP inhibition: 6%; M17LAP inhibition: 5%; SIAH1 antagonists: 14%; Hep lipid drop: -1; M1AAP inhibition: 8%; NOD2 inhibition: -2%; AID2073: -6%; XIAP antagonists: 0.8%; CSM14.1 death rescue: -0.3%; Hep lipid drop cells 6.5 µM: 646

Results for Cc1cc(-n2cnnn2)cc(C)c1S(=O)(=O)NCCOc1ccccc1 ?
LYP inhibition: -8%; SIAH1 antagonists: 7%; Hep lipid drop: 61*; NOD2 inhibition: 12%; AID2073: 2%; Hep lipid drop cells 6.5 µM: 634*

What do the screens show for `CSCCC(NC(=O)c1ccco1)C(=O)OCc1cc([N+](=O)[O-])cc2c1OCOC2` (stereo not drawn)?
LYP inhibition: -1%; M17LAP inhibition: 11%; SIAH1 antagonists: 8%; Hep lipid drop: 1; M1AAP inhibition: 6%; NOD2 inhibition: 10%; AID2073: 1%; XIAP antagonists: -5.4%; CSM14.1 death rescue: 1.4%; Hep lipid drop cells 6.5 µM: 695

Results for CCc1nc2ccccc2c(C(=O)OC2CCCCC2=O)c1C (stereo not drawn) ?
LYP inhibition: -2%; M17LAP inhibition: 8%; SIAH1 antagonists: 6%; Hep lipid drop: -4; M1AAP inhibition: 0%; NOD2 inhibition: 21%; AID2073: 2%; XIAP antagonists: -1.5%; CSM14.1 death rescue: -0.2%; Hep lipid drop cells 6.5 µM: 320

How did COc1cccc(OC)c1C(=O)Nc1ccc(NC(=O)c2ccco2)cc1 do in these assays?
LYP inhibition: -9%; M17LAP inhibition: 3%; SIAH1 antagonists: 6%; M1AAP inhibition: -2%; NOD2 inhibition: -17%; AID2073: -2%; XIAP antagonists: -0.6%; CSM14.1 death rescue: 0.7%

How did COc1cc(NC(=O)c2cc(OC)c(OC)c(OC)c2)ccc1NC(=O)c1cccs1 do in these assays?
LYP inhibition: -2%; SIAH1 antagonists: 3%; Hep lipid drop: 16; NOD2 inhibition: 22%; AID2073: 8%; Hep lipid drop cells 6.5 µM: 660

What do the screens show for `O=C(CSc1nc2ccccc2[nH]1)N/N=C/c1ccco1`?
LYP inhibition: -4%; SIAH1 antagonists: 4%; Hep lipid drop: 2; NOD2 inhibition: -2%; AID2073: -13%; Hep lipid drop cells 6.5 µM: 589

Results for O=C(C1CCC(=O)N1Cc1ccccc1Cl)N1CCN(c2cccc(Cl)c2)CC1 (stereo not drawn) ?
LYP inhibition: -8%; M17LAP inhibition: 1%; SIAH1 antagonists: 4%; M1AAP inhibition: 7%; NOD2 inhibition: -10%; AID2073: 2%; XIAP antagonists: 0.7%; CSM14.1 death rescue: -0.2%

How did COC(=O)c1ccc(S(=O)(=O)N(Cc2cc3cc4c(cc3[nH]c2=O)OCO4)C2CCCCC2)cc1 do in these assays?
LYP inhibition: -4%; SIAH1 antagonists: -5%; NOD2 inhibition: 11%; AID2073: -4%; XIAP antagonists: -4.6%; CSM14.1 death rescue: -0.4%

How did CC(=O)NC1CC(C)(C)N(OC(C)=O)C(C)(C)C1 do in these assays?
LYP inhibition: -13%; M17LAP inhibition: 12%; SIAH1 antagonists: -5%; Hep lipid drop: -1; M1AAP inhibition: -1%; NOD2 inhibition: 8%; AID2073: -8%; XIAP antagonists: -2.3%; CSM14.1 death rescue: -1.9%; Hep lipid drop cells 6.5 µM: 740

What do the screens show for `Cc1ccc(N=Cc2c(C)[nH]n(-c3ccccc3)c2=O)nc1`?
LYP inhibition: -2%; M17LAP inhibition: 18%; SIAH1 antagonists: 2%; Hep lipid drop: -15; M1AAP inhibition: 7%; NOD2 inhibition: 11%; AID2073: 2%; Hep lipid drop cells 6.5 µM: 706

What do the screens show for `COc1ccc(CNC(=O)CN2C(=O)NC(C)(c3ccc(Cl)cc3)C2=O)cc1` (stereo not drawn)?
LYP inhibition: -4%; SIAH1 antagonists: -1%; Hep lipid drop: -9; NOD2 inhibition: -2%; AID2073: 10%; Hep lipid drop cells 6.5 µM: 845

What do the screens show for `CSC1=NC(=O)/C(=C\c2cccc3ccccc23)S1`?
LYP inhibition: 5%; M17LAP inhibition: 20%; SIAH1 antagonists: 1%; M1AAP inhibition: 21%; NOD2 inhibition: -81%; AID2073: 4%; XIAP antagonists: -7.8%; CSM14.1 death rescue: -0.7%

Results for CC1C(=O)N(Cc2ccccc2F)c2ccccc2N1C(=O)c1c(F)cccc1F (stereo not drawn) ?
LYP inhibition: -4%; SIAH1 antagonists: -4%; Hep lipid drop: -1; NOD2 inhibition: 4%; AID2073: 5%; Hep lipid drop cells 6.5 µM: 848

How did CC(=O)c1ccc(NC(=O)c2ccn[nH]2)cc1 do in these assays?
LYP inhibition: 0%; M17LAP inhibition: 10%; SIAH1 antagonists: -2%; Hep lipid drop: -1; M1AAP inhibition: 5%; NOD2 inhibition: -40%; AID2073: 3%; XIAP antagonists: -3.3%; CSM14.1 death rescue: -4.7%; Hep lipid drop cells 6.5 µM: 683

What do the screens show for `CCCCn1nnnc1SCC(=O)NCc1ccco1`?
LYP inhibition: -7%; M17LAP inhibition: 7%; SIAH1 antagonists: 0%; Hep lipid drop: 12; M1AAP inhibition: 14%; NOD2 inhibition: 9%; AID2073: -11%; XIAP antagonists: -7.7%; CSM14.1 death rescue: -2.0%; Hep lipid drop cells 6.5 µM: 752

What do the screens show for `COc1ccc(/C=C2\SC(=S)N(CCC(=O)NC3=NCCS3)C2=O)cc1OC`?
LYP inhibition: -5%; M17LAP inhibition: 10%; SIAH1 antagonists: 8%; Hep lipid drop: 24; M1AAP inhibition: 3%; NOD2 inhibition: 17%; AID2073: -8%; XIAP antagonists: -0.9%; CSM14.1 death rescue: 8.3%; Hep lipid drop cells 6.5 µM: 669

What do the screens show for `COc1cc(C(=O)NC(=S)Nc2ccccc2N2CCOCC2)cc(OC)c1OC`?
LYP inhibition: 2%; SIAH1 antagonists: 2%; Hep lipid drop: -7; NOD2 inhibition: 35%; AID2073: -11%; Hep lipid drop cells 6.5 µM: 723

How did CC(C)CC(=O)Nc1ccc(-c2cn3cccnc3n2)cc1 do in these assays?
LYP inhibition: -33%; SIAH1 antagonists: 11%; Hep lipid drop: -8; NOD2 inhibition: -10%; AID2073: 44%; Hep lipid drop cells 6.5 µM: 794

How did CC(=O)c1cc2c(cc1NC(=O)CN1CCN(c3cccc(C(F)(F)F)c3)CC1)OCO2 do in these assays?
LYP inhibition: 5%; M17LAP inhibition: 15%; SIAH1 antagonists: 0%; Hep lipid drop: 3; M1AAP inhibition: 11%; NOD2 inhibition: -10%; AID2073: 14%; XIAP antagonists: -4.7%; CSM14.1 death rescue: -1.0%; Hep lipid drop cells 6.5 µM: 747

Results for CC(OC(=O)Cc1c[nH]c2ccccc12)C(=O)NC1(C#N)CCCCC1 (stereo not drawn) ?
LYP inhibition: -11%; SIAH1 antagonists: -1%; Hep lipid drop: -6; NOD2 inhibition: 10%; AID2073: -2%; Hep lipid drop cells 6.5 µM: 665

How did COC(=O)c1sccc1NC(=O)Nc1cccc([N+](=O)[O-])c1 do in these assays?
LYP inhibition: -6%; SIAH1 antagonists: 4%; Hep lipid drop: -8; NOD2 inhibition: -5%; AID2073: 8%; Hep lipid drop cells 6.5 µM: 825

Results for Cc1ccc(NS(=O)(=O)c2cc(NC(=O)c3ccc4c(c3)NC(=O)CS4)ccc2Cl)c(C)c1 ?
LYP inhibition: 2%; M17LAP inhibition: 7%; SIAH1 antagonists: 3%; M1AAP inhibition: 5%; NOD2 inhibition: 14µM*; AID2073: 32%; XIAP antagonists: -7.3%; CSM14.1 death rescue: 0.2%

How did Cc1cccc(NC(=O)c2ccccc2Br)n1 do in these assays?
LYP inhibition: -5%; M17LAP inhibition: 15%; SIAH1 antagonists: -2%; M1AAP inhibition: -2%; NOD2 inhibition: -4%; AID2073: -6%; XIAP antagonists: 1.8%; CSM14.1 death rescue: -0.6%

How did COc1ccc2c(c1)nc(CN1CCN(CCO)CC1)n2C do in these assays?
LYP inhibition: -6%; SIAH1 antagonists: -2%; Hep lipid drop: 3; NOD2 inhibition: 15%; AID2073: 11%; Hep lipid drop cells 6.5 µM: 778

How did CC(C)C(=O)N(c1ccc2oc(=O)sc2c1)S(=O)(=O)c1cccs1 do in these assays?
LYP inhibition: -4%; M17LAP inhibition: -1%; SIAH1 antagonists: 2%; M1AAP inhibition: 7%; NOD2 inhibition: 18%; AID2073: -1%; XIAP antagonists: -5.1%; CSM14.1 death rescue: 0.7%

Copied from the listing for reference:
What do the screens show for `CSC1=NC(=O)/C(=C\c2cccc3ccccc23)S1`?
LYP inhibition: 5%; M17LAP inhibition: 20%; SIAH1 antagonists: 1%; M1AAP inhibition: 21%; NOD2 inhibition: -81%; AID2073: 4%; XIAP antagonists: -7.8%; CSM14.1 death rescue: -0.7%

Results for CC1C(=O)N(Cc2ccccc2F)c2ccccc2N1C(=O)c1c(F)cccc1F (stereo not drawn) ?
LYP inhibition: -4%; SIAH1 antagonists: -4%; Hep lipid drop: -1; NOD2 inhibition: 4%; AID2073: 5%; Hep lipid drop cells 6.5 µM: 848

How did CC(=O)c1ccc(NC(=O)c2ccn[nH]2)cc1 do in these assays?
LYP inhibition: 0%; M17LAP inhibition: 10%; SIAH1 antagonists: -2%; Hep lipid drop: -1; M1AAP inhibition: 5%; NOD2 inhibition: -40%; AID2073: 3%; XIAP antagonists: -3.3%; CSM14.1 death rescue: -4.7%; Hep lipid drop cells 6.5 µM: 683

Not all compounds are listed. The share of hits here may be higher or lower than overall.
